SENP6 inh – SENP6 protease inhibitors, primary screen, biochemical, luminescence, uHTS; inhibition, % at 10 µM; 330,000 compounds, 1.8% hits; Recombinant SENP6 catalytic domain, aminoluciferin luminescence;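 active = inhibition above about 50% at the single tested dose, limit read from the data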;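 note: plate controls were DMSO wells with enzyme for no effect and DMSO wells lacking enzyme for full effect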
MPTP inh – mitochondrial permeability transition pore inhibitors, primary screen, biochemical, isolated mouse mitochondria, absorbance | Ca2+ swelling absorbance, 30 min | inhibition, % at 10 µM | 360,000 compounds, 1.4% hits;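 active = inhibition of 50% or more, scaled per plate between neutral and stimulator controls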;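 note: 0% = DMSO wells given calcium and 100% = 1 mM EGTA wells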
NR3A LBD binder – binders of NR3A ligand-binding domain, primary screen, biophysical, differential scanning fluorimetry, uHTS; Glutamate receptor ionotropic, NMDA 3A (GRIN3A) ligand-binding domain; NR3A LBD differential scanning fluorimetry, Tm shift; 0% = protein alone, 100% = glycine-bound protein; Tm shift relative to glycine control, % at 25 µM; 340,000 compounds, 2.5% hits; AID 1259313, 2017;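 active = melting temperature shift of at least 10% of the positive control shift, at one fixed dose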
hIAP act – human IAP activators, primary screen, biochemical, luminescence, uHTS; AID 2524, 2010; 330,000 compounds, 0.16% hits; Intestinal-type alkaline phosphatase (Homo sapiens), P09923; activation factor at 10 µM; purified human IAP, CDP-Star luminescence, 30 min; active compounds read high; 1 = vehicle-only enzyme, 0 = enzyme-free background;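 active = activation factor of the enzyme at least 2-fold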; note: the source names both 10 and 20 µM as test concentration; values of inactives mirror those of a sister screen read the other way
Target sequence (P09923 whole entry, looked up): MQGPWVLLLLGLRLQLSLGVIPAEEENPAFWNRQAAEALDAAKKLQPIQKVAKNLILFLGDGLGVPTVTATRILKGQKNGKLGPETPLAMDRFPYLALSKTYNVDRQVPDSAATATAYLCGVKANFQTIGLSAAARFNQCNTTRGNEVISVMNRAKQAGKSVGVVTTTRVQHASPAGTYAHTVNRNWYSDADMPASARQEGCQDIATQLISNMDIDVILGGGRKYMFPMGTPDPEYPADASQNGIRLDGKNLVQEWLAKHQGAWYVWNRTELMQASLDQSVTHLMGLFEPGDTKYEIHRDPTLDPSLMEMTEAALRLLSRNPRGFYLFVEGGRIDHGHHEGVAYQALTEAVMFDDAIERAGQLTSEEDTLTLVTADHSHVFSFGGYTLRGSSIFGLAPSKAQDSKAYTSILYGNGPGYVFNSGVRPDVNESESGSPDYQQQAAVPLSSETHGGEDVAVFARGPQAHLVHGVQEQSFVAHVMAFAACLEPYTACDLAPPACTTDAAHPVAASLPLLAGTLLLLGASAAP
SENP8 inh – human SENP8 protease inhibitors, primary screen, biochemical, fluorescence, Nedd8 protein substrate, uHTS | 360,000 compounds, 0.64% hits | Sentrin-specific protease 8 (Homo sapiens), Q96LD8 | inhibition, % at 20 µM | recombinant SENP8; in the data active = inhibition mostly above about 40%, no sharp cut-off; inactive = mostly below about 27%
Target sequence (Q96LD8 whole entry, looked up): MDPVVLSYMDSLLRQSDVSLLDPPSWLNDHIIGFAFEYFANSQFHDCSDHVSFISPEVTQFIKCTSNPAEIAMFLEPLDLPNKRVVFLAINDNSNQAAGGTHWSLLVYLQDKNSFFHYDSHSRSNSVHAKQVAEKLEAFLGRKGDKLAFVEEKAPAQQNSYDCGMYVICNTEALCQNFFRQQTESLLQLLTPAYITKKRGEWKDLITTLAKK
PfGluPho inh – PfG6PD enzyme inhibitors, primary screen, biochemical, fluorescence intensity, uHTS | PfGluPho enzyme, NADPH resazurin-diaphorase fluorescence | inhibition, % at 20 µM | 350,000 compounds, 0.78% hits | AID 504690, 2011;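 active = inhibition reaching at least a set limit at 20 µM in the primary screen, cut at about 59% in these data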;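 note: 0% = DMSO wells with substrate and 100% = DMSO wells lacking glucose-6-phosphate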
SENP1 inh – human SENP1 catalytic domain inhibitors, primary screen, biochemical, FRET, uHTS. Sentrin-specific protease 1 (Homo sapiens), Q9P0U3. recombinant SENP1 catalytic domain, CyPet-SUMO1-YPet FRET cleavage. inhibition, % at 10 µM. 360,000 compounds, 0.21% hits;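 active = inhibition at least 30% at 10 µM, raw YFP signal under a set limit, fluorescence ratio 0.5 to 1.5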;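 note: 0% = enzyme with DMSO and 100% = no enzyme wells; some results filed as inactive read as strong as hits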
Target sequence (Q9P0U3 419-644 limits assumed): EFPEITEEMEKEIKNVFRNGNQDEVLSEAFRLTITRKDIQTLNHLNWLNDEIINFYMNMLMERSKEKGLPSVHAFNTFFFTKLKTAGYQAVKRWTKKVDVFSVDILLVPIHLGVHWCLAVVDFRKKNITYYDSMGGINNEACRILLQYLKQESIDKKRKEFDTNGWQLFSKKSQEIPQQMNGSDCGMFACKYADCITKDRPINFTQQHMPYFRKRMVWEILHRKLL
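System: Recombinant human SENP1 catalytic domain, His6-tagged | Incubation: Enzyme reaction for 50 min at room temperature, dark | Medium: Tris pH 8 with BME, BSA, NP40 and catalase | Also added: 25 nM SUMO1 FRET substrate | Compound: 10 µM single point, 0.5% DMSO | Measured by: FRET fluorescence in CFP and YFP emission channels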
ATG4B inhibitor – ATG4B protease inhibitors, primary screen, biochemical, fluorescence, uHTS; Cysteine protease ATG4B (Homo sapiens), Q9Y4P1; ATG4B cleavage of LC3-PLA2, NBD-HPC fluorescence, 1 h; inhibition, % at 8.33 µM; 340,000 compounds, 0.51% hits; AID 504462, 2011; in the data active = inhibition above about 40%
* = called active by the depositor; i = inactive; . = not tested or not shown.

molecule	SENP6 inh	MPTP inh	NR3A LBD binder	hIAP act	SENP8 inh	PfGluPho inh	SENP1 inh	ATG4B inhibitor
CC(C)(C)CC(=O)Nc1nnc(CCc2ccccc2)s1	10	0.0	-1	0.9	6	4	-1	-4
COc1ccccc1OCC(=O)N1CCCC(Nc2ccc(C)c(C)c2)C1 (configuration not stated)	-20	1.9	0	1.5	-4	23	-1	2
O=C1CSC(c2cccc([N+](=O)[O-])c2)N1c1ccccc1 (configuration not stated)	-4	-1.7	0	0.93	16	-2	4	7
O=C(CCCOc1ccc(Cl)cc1)NC1CCCCC1	-10	-0.6	-2	1.3	17	-12	-2	3
N#Cc1cnc(SCC(=O)N2CCCC2)nc1N	2	0.1	1	0.95	-12	-1	-2	-5
COc1ccc(-c2sc(Nc3ccc(F)c(F)c3F)nc2CCC(=O)NN)cc1	-2	-1.2	-4	1.2	7	17	-3	-5
C=CCn1c(P(=O)(O)c2ccccc2)nc2ccccc21	10	-0.2	2	0.99	10	4	0	-5
CCOC(=O)/C(N=Nc1c(C)n(C)n(-c2ccccc2)c1=O)=C(/O)c1ccccc1	6	-2.7	0	0.9	-4	-5	0	6
Cc1ccc(NC(=O)C2CC(=O)N(CCc3ccccc3)C2)cc1Cl (configuration not stated)	-14	0.9	-1	1	6	17	3	-35
Cc1ccc(C(=O)N/C(=C\c2ccc(-c3ccc(Cl)cc3)o2)C(=O)NCCCN(C)C)cc1	-16	44	-1	1.1	-385	9	-3	14
O=C(NCc1cccs1)c1ccc([N+](=O)[O-])cc1	10	0.2	5	0.93	24	-1	2	6
COc1cc(NC(=O)CCc2nnc3ccc(N4CCCCC4)nn23)cc(OC)c1OC	-2	0.3	-2	1	-9	27	0	1
O=C(CN1CCc2cc3c(cc2C1)OCCCO3)Nc1cccc([N+](=O)[O-])c1	9	0.7	1	0.88	16	12	2	2
O=C(c1cccc(S(=O)(=O)N2CCN(c3ccccc3)CC2)c1)N1CCN(c2ccccc2O)CC1	15	-1.1	10*	1.1	0	7	3	-11
O=C(Nc1cccc2[nH]ncc12)c1ccc(F)cc1	45	0.9	-1	0.97	18	11	-1	-8
CCC(=O)OCC(=O)Nc1ccc2c(c1)OCO2	-11	-1.7	-2	0.89	0	-1	-4	-9
CCOc1ccc2nc(SC(C)C(N)=O)[nH]c2c1 (configuration not stated)	-12	-2.5	0	1.2	12	1	0	12
CCCCN(CC)CCNC(=O)CN(C)S(=O)(=O)c1ccc2c(c1)c(=O)n(C)c(=O)n2C	-6	-1.9	1	1.2	-244	3	1	-2
CCN1CCN(CCOc2ccc(Br)cc2C)CC1	-9	1.3	0	1.1	20	-15	4	1
O=C(COC(=O)COc1ccc(Br)cc1)NC1CCS(=O)(=O)C1 (configuration not stated)	.	2.9	.	.	5	-5	4	.
CCC1N=C(SC)NC(C)=C1C(=O)c1ccccc1 (configuration not stated)	-6	0.1	-2	1.1	5	-6	-3	-1
O=C(CCCN1C(=O)/C(=C\c2cccs2)SC1=S)Nc1ccc(C(=O)O)cc1	36	0.3	3	0.95	11	-24	-7	0
C=CCC[C@H](Cc1ccc(F)cc1)C(=O)OC[C@@H](C)NC(=O)[C@H](CC=C)CC(=O)N(CCO)Cc1ccccc1	5	5.9	-2	1.1	3	13	-2	5
COC(=O)c1cc2occc2n1CC(=O)Nc1ccc(OC)c(OC)c1	17	-0.2	-4	1.1	14	1	-1	2
CCOC(=O)C(=O)Nc1cc(C)on1	-6	-3.9	1	1.1	-9	-4	0	-3
Cc1csc2nc(CNC(=O)C3CCCCC3)cn12	-18	0.2	-5	0.87	9	9	1	-5
CCOC(=O)c1c(C)c(C(=O)NCc2cccs2)c(C)n1C	-1	0.0	5	1.1	6	-4	4	-5
Cc1c(C(=O)NCC2CCCO2)oc2c(Cl)cccc12 (configuration not stated)	-5	-0.7	2	0.97	5	-6	-1	5
Cc1ccc(C)c(NC(=O)CN(C)C(=O)c2ccc3ncsc3c2)c1	-13	0.0	1	1.1	-27	-7	-5	-2
CCOC(=O)c1[nH]c2cc3c(cc2c1NC(=O)CN1CCc2ccccc2C1)OCO3	-14	-0.6	-10	1.2	i	0	5	8
Cc1ccc(S(=O)(=O)N2CCOCC2)cc1C(=O)NCc1ccc2c(c1)OCO2	0	1.2	2	1	-5	-12	1	-8
CC1CCC(C(C)C)C(OCC(O)CNC(C)c2ccccc2)C1 (configuration not stated)	-15	77*	0	1.1	30	14	1	1
Cc1c(NC(=O)CSc2ccccc2Cl)c(=O)n(-c2ccccc2)n1C	-1	7.4	1	0.9	-1	3	1	-4
Cc1csc(=O)n1CC(=O)OC(C)C(=O)Nc1ccc(F)c(F)c1F (configuration not stated)	1	1.4	0	1.1	5	-18	3	0
COc1ccc2cc(C)c3nnc(SCC(=O)Nc4cc(OC)c(OC)cc4C(=O)O)n3c2c1	-15	-2.1	0	1.2	-66	-8	0	22
CCN(CC)CCNC(=S)Nc1ccc2nc(N3CCN(CC)CC3)cc(C)c2c1	-3	-0.9	1	0.92	-220	3	-10	2
COc1ccc(C(=O)CSc2nnc(-c3cc4ccccc4cc3O)n2Cc2ccco2)cc1	-6	2.0	-4	0.98	6	9	0	-4
Clc1ccc(OCCCCN2CCCCC2)cc1	2	-0.9	1	0.94	19	2	1	5
CCc1ccc(NC(=O)COC(=O)CCc2nc3cc(S(=O)(=O)N(CC)CC)ccc3n2C)cc1	-13	10	-9	1.1	-12	4	-2	-19
C#CCSc1nnnn1-c1ccc(Br)c(C)c1	15	-0.1	1	1	-4	-12	3	-8
Cc1cc(N2CCN(C(=O)c3ccco3)CC2)n2nc(-c3cccc(Cl)c3)cc2n1	-10	-0.8	-1	1.1	-231	5	1	-15
COCCN(C(=O)COC(=O)c1ccc2ccccc2c1)c1c(N)n(Cc2ccccc2)c(=O)[nH]c1=O	.	1.4	.	.	0	-2	0	.
COc1ccc(-c2ccc(NCCN3CCOCC3)nn2)cc1OC	-9	0.8	2	1.2	-5	-4	0	0
Cc1nc2ccc(NC(=O)CCC3CCCC3)cc2s1	-14	0.0	1	1.2	9	-1	-1	-2
O=C(Nc1ccc(Br)cc1)C1C2C=CC3(O2)C1C(=O)N(CCN1CCOCC1)C3C(=O)NC1CCCCC1 (configuration not stated)	14	0.8	1	0.88	2	3	-9	-1
CCC(CC)NC(=O)CO/N=C/c1ccccc1OC(F)F	-11	0.6	-1	0.96	16	1	-1	-4
COc1ccccc1C(=O)COC(=O)c1cc([N+](=O)[O-])ccc1N1CCOCC1	-2	-0.7	2	0.84	28	17	-2	-5
Cc1ccc(NS(=O)(=O)c2cccc(C(=O)n3ncc(C#N)c3N)c2)c(C)c1	5	1.1	-3	1.1	5	-4	2	7
CC(NC(=O)Cc1cccs1)c1ccncc1 (configuration not stated)	-3	34	0	1	4	-5	-2	-3
CC(C)c1nnc(NC(=O)CC(C)c2ccccc2)s1 (configuration not stated)	0	0.5	1	0.83	10	16	-4	-1
CCOc1cccc(/C=N/NC(=O)c2cccnc2)c1O	18	1.4	0	1.1	12	-57	13	0
O=c1c(-c2ccccc2)c(O)c2cccc3c2n1CCC3	0	1.6	0	1.1	-256	10	3	9
COc1cccc(C2=NOC(C(=O)Nc3cccc(C(C)=O)c3)C2)c1 (configuration not stated)	-8	-2.6	-2	0.93	7	-2	1	3
O=C(O)CSc1nnc(-c2ccncc2)n1Cc1ccccc1	-2	-4.9	-1	1.1	-10	-17	0	-3
O=C(Nc1ccc(C(=O)NC2CCCCC2)cc1)c1cncc(Br)c1	1	1.5	-2	0.85	11	-10	1	-7
Cc1ccc(C)c(S(=O)(=O)c2c[nH]c(=S)[nH]c2=O)c1	-13	1.4	1	1.2	19	-1	-2	-2

Part of the list above, with two lines to a compound.
Below each compound: SENP6 inh, MPTP inh, NR3A LBD binder, hIAP act, SENP8 inh, PfGluPho inh, SENP1 inh, ATG4B inhibitor
CCOC(=O)c1[nH]c2cc3c(cc2c1NC(=O)CN1CCc2ccccc2C1)OCO3
 : -14, -0.6, -10, 1.2, i, 0, 5, 8
Cc1c(C(=O)NCC2CCCO2)oc2c(Cl)cccc12 (configuration not stated)
 : -5, -0.7, 2, 0.97, 5, -6, -1, 5
CC(NC(=O)Cc1cccs1)c1ccncc1 (configuration not stated)
 : -3, 34, 0, 1, 4, -5, -2, -3
Cc1ccc(NC(=O)C2CC(=O)N(CCc3ccccc3)C2)cc1Cl (configuration not stated)
 : -14, 0.9, -1, 1, 6, 17, 3, -35

(next part)
molecule	SENP6 inh	MPTP inh	NR3A LBD binder	hIAP act	SENP8 inh	PfGluPho inh	SENP1 inh	ATG4B inhibitor
CN(C)S(=O)(=O)c1ccc(C(=O)NNc2nc(-c3ccccc3)c3cc(Br)ccc3n2)cc1	4	5.1	-5	1.1	6	4	1	5
O=S(=O)(/N=C(/Nc1ccc(F)cc1F)c1ccc(Cl)cc1)c1ccccc1	11	0.4	4	1.1	19	-13	2	-13
Cc1cc(O)c(C(C)C)cc1C1(c2cc(C(C)C)c(O)cc2C)OC(=O)c2ccccc21	-22	24	11*	1.2	16	29	0	3
O=C(Cc1c(F)cccc1Cl)Nc1ccccc1C(=O)N1CCOCC1	-3	-0.5	0	1.1	-5	3	4	3
CC1CCN(C(=O)CCNC(=O)c2ccccc2Cl)CC1	-8	-2.2	0	1.1	-4	-9	1	8
CC(=O)N1c2ccc(S(=O)(=O)NCC3CCC(C(=O)NCc4ccccc4)CC3)cc2CC1C (configuration not stated)	20	2.4	1	0.94	8	-15	2	2
O=C(CS(=O)CC(=O)N(CC(=O)NC1CCCC1)c1ccc2c(c1)OCCO2)Nc1ccc(F)cc1 (configuration not stated)	7	1.1	2	1.1	7	-8	1	-7
O=C(NN1CC(=O)N(c2cc(Cl)cc(Cl)c2)CC1=O)c1sccc1Cl	-7	3.1	-1	1.3	4	-1	-1	-6
CN(C)S(=O)(=O)c1cccc(NC(=O)c2cc3c(cc2Cl)N2CCCCCC2=NS3(=O)=O)c1	7	-0.6	-1	1	9	6	0	-9
CC(C)C(=O)N(Cc1ccccc1)c1ccccn1	-18	1.1	0	1.1	11	-3	1	10
O=C(c1cccn2c(=O)c3cc(Br)ccc3nc12)N1CCN(c2ccccn2)CC1	-2	-3.6	-1	1.1	-237	3	-64	5
COc1cc(/C=C/c2ccc3cccc(O)c3n2)ccc1O	80*	1.8	1	1.3	-282	43	-25	-6
CCc1cc(C(=O)NCCN(C)C)cs1	6	-1.1	0	0.94	12	-2	-1	4
COc1ccccc1NC(=O)N1CCN(C(=O)Nc2ccccc2OC)CC1	3	-0.3	1	1.1	4	3	-2	1
CSc1ccccc1NC(=O)COC(=O)/C=C/c1ccco1	-5	0.0	0	1.1	10	8	1	-10
COc1ccc2c(c1)c(=Cc1ccc(N(C)C)cc1)c1cc(-c3ccccc3)[n+](C)n12	.	81*	-42	.	-127	70*	-28	33
CC(OC(=O)CNC(=O)c1ccco1)C(=O)N(C)c1ccccc1 (configuration not stated)	-4	-0.1	-1	1.1	2	12	-3	-9
CC(=O)Nc1ccc(S(=O)(=O)NCCC(=O)NCCOc2ccccc2)cc1	-2	-0.7	-2	1	12	-5	-2	-11
Cc1ccc(/C=N/NC(=O)C[n+]2ccccc2)o1	3	-0.6	0	1.1	11	9	2	7
